High-throughput results from PubChem BioAssay.
Eya2 inh: blocks the phosphatase activity of human Eya2 | O00167 | AID 488837 | recombinant Eya2, OMFP fluorescence dephosphorylation (OMFP is methylfluorescein phosphate) | hit rate 0.006% among 330,000 | Potency, µM (titrated, usually from 76.9 µM), for the others: at the top dose activity, negative = inhibition, usual class: inhibitors; note: potency is the fitted concentration of half-maximal effect; % is set by controls: 0 for no effect and ±100 for the full control effect
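Eya2 (0.2 uM) preincubated 10 min at ambient with compound, then OMFP substrate added at 50 uM; 10 min reaction in 50 mM HEPES pH 7.5, 50 mM NaCl, 5 uM MgCl2, 0.05% BSA, 1 mM DTT. Fluorescence read at Ex 485/Em 525 nm.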
MBNL1 CUG block: MBNL1-poly(CUG) RNA binding inhibition; TR-FRET MBNL1-His/biotin-(CUG)12 binding, 665/545 ratio; Potency, µM (doses to about 57.5 µM), for inactives: at the top dose activity change, negative = inhibition, actives largely listed as inhibitors; hit rate 0.036% among 280,000; active = well fitted inhibition curve with a large enough effect in the signal ratio, with a control signal flat, not every such curve was filed as active; inconclusive = small, poorly fitted or top-dose-only effect, or effect the other way, or a change in a side signal; inactive = no such curve, though single readings can be large or run the other way; the % refers to the signal ratio; note: potency is the fitted concentration of half-maximal effect; % is set by controls: 0 for no effect and ±100 for the full control effect
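TR-FRET between His-tagged MBNL1 and biotin-(CUG)12 RNA, detected with Tb anti-His antibody (0.055 ng/ul) and streptavidin-XL665 (5 nM), 60 min at room temperature. Compounds titrated 92 nM to 58 uM; 665/545 nm ratio normalized to buffer and complex controls.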
PKM2 activator: activators of human pyruvate kinase M2. P14618. purified PKM2, Kinase-Glo ATP luminescence, activation; response scale: 0% is enzyme alone, no compound. Potency, µM (doses to about 57.5 µM), for the others: top-dose activation, most hits filed as activators. hit rate 0.34% among 260,000. AID 1631; note: potency is the fitted concentration of half-maximal effect; % is set by controls: 0 for no effect and ±100 for the full control effect; nearly all actives have a fitted effect of over 55% in size
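Kinase-Glo luminescence reports ATP generated from ADP (0.1 mM) and PEP (0.5 mM) by purified hPK-M2 after 1 h at room temperature, pH 7.2 imidazole buffer; intermediate enzyme activity allows detecting inhibitors and activators.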
GALK inhibitor: inhibitors of human galactokinase; Purified GALK, Kinase-Glo residual ATP luminescence; P51570; hit rate 0.007% among 270,000; Potency, µM (doses to about 57.5 µM), for inactives: top-dose activity change, negative = inhibition, hits mostly inhibitors; note: potency is the fitted concentration of half-maximal effect; % is set by controls: 0 for no effect and ±100 for the full control effect
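Kinase-Glo Plus luminescence measured ATP left after a 1 h room-temperature reaction. The reaction used 5 nM GALK, 100 uM galactose and 35 uM ATP at pH 8.0 (20 mM HEPES, 5 mM MgCl2, 60 mM NaCl, 1 mM DTT, 0.01% BSA).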
Chronic BCR inh: inhibitors of chronic active B-cell receptor signaling; ABC-DLBCL IkBa-CBG/CBR reporter, luminescence ratio, 4 h; Potency, µM (highest dose often 46.1 µM), for inactives: at the top dose ratio change, negative = lower green/red ratio, most hits filed as inhibitors; hit rate 0.05% among 340,000; active = well fitted inhibition curve with a large enough effect in the signal ratio, with a control signal flat, not every such curve was filed as active; inconclusive = small, poorly fitted or top-dose-only effect, or effect the other way, or a change in a side signal; the % refers to the signal ratio;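 note: potency is the fitted concentration of half-maximal effect; plate controls were basal doxycycline-induced cells for no effect and cells given 10 µM MG132 for full effect; MG132 reads +100%, hits lower the ratio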
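TMD8 human ABC-DLBCL cells with doxycycline-inducible IκBα–green luciferase fusion and unfused red luciferase, in 0.5% FBS medium; compounds up to 46 uM, 4 h at 37C. Green/red luminescence ratio, filter-overlap corrected, fitted to concentration-response curves.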
Menin MLL FP TR: menin-MLL binding inhibition, Texas Red mutant peptide | Menin + Texas Red MLL mutant peptide, fluorescence polarization | Potency, µM (titrated, usually from 61.6 µM), inactives show at the highest dose FP activity change, negative = inhibition, actives largely listed as inhibitors | hit rate 0.23% among 270,000; active = well fitted inhibition curve with a large enough effect in the polarisation, with a control signal flat, not every such curve was filed as active; inconclusive = small, poorly fitted or top-dose-only effect, or effect the other way, or a change in a side signal; inactive = no such curve, though single readings can be large or run the other way; the % refers to the polarisation; note: potency is the fitted concentration of half-maximal effect; % of control where 0% means no effect; many of its hits are not listed in these tables
hERG WT inh: blocks the wildtype human KCNH2 potassium channel | U2OS, BacMam KCNH2, thallium flux FluxOr; hits give low values | activity change, % at 1.84 µM | hit rate 0.37% among 340,000 | AID 720551;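 active = maximum activity change below -70%; inconclusive = maximum activity change between -70% and -50%; inactive = maximum activity change above -50%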; note: % is set by controls: 0 for no effect and ±100 for the full control effect
Target sequence (Q12809 whole entry, looked up): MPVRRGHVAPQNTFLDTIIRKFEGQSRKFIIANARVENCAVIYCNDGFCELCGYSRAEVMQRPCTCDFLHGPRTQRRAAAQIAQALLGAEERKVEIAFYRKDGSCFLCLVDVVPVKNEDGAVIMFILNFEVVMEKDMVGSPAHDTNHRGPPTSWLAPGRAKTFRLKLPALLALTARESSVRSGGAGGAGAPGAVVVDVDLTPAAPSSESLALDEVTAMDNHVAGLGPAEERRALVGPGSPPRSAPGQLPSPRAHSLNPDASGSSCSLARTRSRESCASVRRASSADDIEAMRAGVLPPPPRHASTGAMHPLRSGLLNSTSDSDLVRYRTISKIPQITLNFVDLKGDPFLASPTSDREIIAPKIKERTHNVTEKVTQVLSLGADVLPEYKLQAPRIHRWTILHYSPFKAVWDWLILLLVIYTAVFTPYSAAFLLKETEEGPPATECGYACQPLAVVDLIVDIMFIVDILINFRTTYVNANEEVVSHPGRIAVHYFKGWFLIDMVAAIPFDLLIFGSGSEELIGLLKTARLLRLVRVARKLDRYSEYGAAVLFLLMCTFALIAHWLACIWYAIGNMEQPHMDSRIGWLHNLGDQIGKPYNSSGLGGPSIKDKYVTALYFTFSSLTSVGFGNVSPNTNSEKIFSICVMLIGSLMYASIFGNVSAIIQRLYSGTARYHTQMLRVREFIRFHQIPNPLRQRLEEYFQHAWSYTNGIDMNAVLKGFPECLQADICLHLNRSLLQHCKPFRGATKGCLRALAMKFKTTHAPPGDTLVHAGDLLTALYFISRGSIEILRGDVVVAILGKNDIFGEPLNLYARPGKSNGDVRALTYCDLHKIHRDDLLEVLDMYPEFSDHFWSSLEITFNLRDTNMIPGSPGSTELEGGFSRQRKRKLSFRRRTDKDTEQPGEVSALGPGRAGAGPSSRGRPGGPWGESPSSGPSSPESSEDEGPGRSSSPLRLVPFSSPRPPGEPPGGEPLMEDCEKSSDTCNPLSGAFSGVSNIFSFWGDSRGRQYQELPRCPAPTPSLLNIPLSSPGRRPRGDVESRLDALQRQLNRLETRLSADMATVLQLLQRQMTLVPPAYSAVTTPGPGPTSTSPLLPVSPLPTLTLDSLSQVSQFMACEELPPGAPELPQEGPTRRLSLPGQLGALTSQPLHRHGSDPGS
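U2OS cells were transduced with wild-type KCNH2 virus (2.03 x 10^8 / mL) for 4 h at room temperature, then cultured overnight at 37 C. Thallium flux was read with FluxOr dye. Rate constants were normalized to DMSO controls.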
TSHR antag: blocks TSH signaling through the human TSH receptor | AID 504810 | activity change, negative = inhibition, % at 11.5 µM | P16473 | TSHR-expressing cells, TSH-stimulated cAMP HTRF, 2 h; hits give low values | hit rate 0.2% among 330,000;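 active = activity change below a set negative limit, meaning inhibition stronger than a set level, cut at about -70% in these data; inconclusive = activity change between two set negative limits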; note: % is set by controls: 0 for no effect and ±100 for the full control effect
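Antagonism was scored as loss of TSH-driven cAMP in TSHR cells, stimulated with 4nM TSH (EC80) for 2 hours at 37 deg C and detected by homogeneous HTRF competition immunoassay.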
Mito fusion act: inhibitors of mitochondrial division or activators of mitochondrial fusion; hit rate 0.23% among 320,000; Potency, µM (top dose mostly 46.1 µM), inactives show top-dose growth rescue (activation), most hits filed as activators; S. cerevisiae fusion-defective mutant growth rescue, CellTiterGlo 48 h; AID 485298;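 note: potency is the fitted concentration of half-maximal effect; % of control where 0% means no effect; nearly all actives have a fitted effect of over 45% in size; temperature-sensitive fusion mutants such as fzo1-1 at 37 °C on non-fermentable ethanol glycerol medium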
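Yeast fusion mutant, YPEG (non-fermentable carbon), compound, 48 h at 37C non-permissive; CellTiterGlo added, 10 min RT, luminescence read. Rescued growth = division inhibition.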
ASM inhibitor: human S-ASM enzyme inhibition. P17405. placental ASM, HMU-PC fluorogenic substrate, 60 min. Potency, µM (highest dose often 57.5 µM), inactives show at the top dose activity change, negative = inhibition, actives largely listed as inhibitors. hit rate 0.006% among 340,000; note: potency is the fitted concentration of half-maximal effect
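Steps: dispense placental human ASM, pin compound, wait 10 min at room temperature, add HMU-PC0 substrate at 9 uM final, incubate 60 min at 37 °C, add stop solution raising pH to 10, read fluorescence.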
USP2a block: USP2a (human) protease inhibition; O75604; Potency, µM (doses to about 38.3 µM), for the others: at the top dose activity change, negative = inhibition, actives largely listed as inhibitors; USP2 core, Ub-CHOP2 coupled fluorogenic reporter, 485/531; hit rate 0.01% among 330,000;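 note: potency is the fitted concentration of half-maximal effect; plate controls were DMSO wells for no effect and full inhibition by NEM control for full effect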
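Deubiquitinase activity read as fluorescence (485/531 nm) after Ub-CHOP2 cleavage activates the enterokinase reporter on its substrate; USP2 core 10nM, Ub-CHOP2 and substrate 25nM each, 30min compound preincubation then 60min RT; data normalized to NEM, curves fitted.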
The depositor's hits bear a star; ? = inconclusive; / = not tested or not shown; [ ] = another dose, or the depositor's remark. Unless noted, calls come from the whole dose curve; as a rule, active = well fitted curve in the direction sought with a large enough effect; inconclusive = small, poorly fitted or top-dose-only effect, or another doubt; inactive = no such curve, though single readings can be large; an effect the other way counts as inactive or inconclusive. Not all compounds are listed; rates above refer to the full screens.

SMILES	Eya2 inh	MBNL1 CUG block	PKM2 activator	GALK inhibitor	Chronic BCR inh	Menin MLL FP TR	hERG WT inh	TSHR antag	Mito fusion act	ASM inhibitor	USP2a block
CCC1CCCCN1CC(=O)c1c(C)[nH]c2ccccc12 (stereo unspecified)	2.6%	-1.6%	-2.9%	4.9%	0.1%	4.9%	1.9	-2.8	8.6%	-2.0%	1.8%
Cc1nc(C(=O)Nc2ccc(Cl)cc2Cl)nn1-c1cc(OC(C)C)c(Cl)cc1Cl	-0.1%	-14.0%	3.6%	-0.7%	-1.4%	/	2.0	16.7	-1.2%	-7.1%	-1.3%
CCOC(=O)C1(Cc2ccccc2)CCN(CC2CC=CCC2)CC1 (stereo unspecified)	-2.7%	-3.6%	2.5%	-1.2%	?	?	12.1	9.8	1.0%	-1.1%	-1.7%
O=C1c2cc(Cl)ccc2OC2(CCNCC2)C12CC(c1ccccc1)=NO2 (stereo unspecified)	-6.9%	-5.2%	-2.9%	6.7%	?	/	16.4	3.7	-11.6%	0.1%	2.6%
Cc1ccc(Cn2c(=S)[nH]c3ccc(N4CCOCC4)cc3c2=O)o1	-0.6%	11.5%	-6.7%	-1.2%	?	?	-6.5	-3.9	-4.0%	9.6%	-0.1%
NC(=O)C1(N2CCCCC2)CCN(c2nc(-c3ccccc3)cs2)CC1	-2.2%	-0.7%	-3.5%	-1.7%	?	0.1%	-2.0	-5.9	10.4%	4.8%	-1.4%
O=c1oc(-c2ccccc2)nc2sc3c(c12)CCC3	0.1%	2.6%[11.5 µM]	3.6%	/	?	?	-10.7	-8.4	23.2%	6.0%	1.1%
Cc1ccc(-c2nnn(CC(=O)O)n2)cc1	-28.3%	-1.6%	3.5%	-1.3%	?	10.4%	-1.6	-6.5	-5.7%	6.6%	2.3%
Cc1ccc(NC(=O)Nc2cnccn2)cc1C	7.2%	-0.9%	-10.4%	2.8%	?	/	1.2	-3.5	3.7%	-0.5%	-1.0%
CCOC(=O)c1cc(-c2ccccc2C)n(CC2CC(c3cccc([N+](=O)[O-])c3)=NO2)n1 (stereo unspecified)	-14.3%	/	/	/	?	/	0.3	3.3	?	-6.5%	-6.2%
CCOC(=O)c1c(-c2cccs2)csc1NC(=O)c1ccco1	-1.9%	28.6%	0.3%	-4.0%	-2.5%	-8.0%	3.9	-1.7	-0.1%	4.8%	5.9%
CC(Nc1cccc([N+](=O)[O-])c1)C(=O)Nc1ccc(S(=O)(=O)N2CCCC2)cc1 (stereo unspecified)	-17.6%	/	/	/	?	/	1.0	1.2	3.1%	-9.4%	0.3%
CCc1ccccc1NC(=O)C1CCN(c2cnccn2)CC1	-4.3%	-2.5%	-2.5%	0.9%	0.6%	10.7%	-3.2	2.8	-8.8%	34.1%[activator]	3.3%
O=C(Nc1ccc(S(=O)(=O)Nc2nccs2)cc1)c1ccc(=O)[nH]c1	-1.8%	11.7%	2.5%	1.5%	4.8%	16.8%	4.5	-1.3	2.8%	-0.2%	4.5%
CCOC(=O)c1ccc(NC(=S)Nc2cccc(N)n2)cc1	-14.6%	/	?	-0.3%	?	/	-1.2	-4.4	-4.6%	-0.2%	-0.4%
COc1ccc(N2CCN(CCCNC(=S)Nc3c(C)cccc3C)CC2)cc1	1.1%	-3.0%	-8.7%	9.6%	-5.2%	-5.8%	8.0	2.3	-1.8%	6.2%	-0.7%
COc1ccc(OCC(=O)NCc2ccc(Cl)cc2)cc1	-3.9%	-4.4%	-2.7%	1.3%	-1.3%	-7.6%	-19.7	24.4	-0.8%	-0.2%	0.5%
CCc1nnc(NC(=O)CSc2nnc(C3CCCCC3)n2-c2cccc(Cl)c2)s1	-16.2%	0.1%	8.1%	-1.8%	11.7%	?	9.1	-13.1	-1.7%	-3.3%	3.1%
CC(C)CCn1c(CN2CCOCC2)nc2c1c(=O)n(C)c(=O)n2C	18.5%	3.3%	-4.1%	-1.0%	6.0%	?	-4.9	0.7	-14.1%	1.2%	0.9%
O=C(NNC(=O)c1sccc1-n1cccc1)c1ccc(Cl)cc1	-20.1%	7.3%	-3.4%	-2.3%	0.1%	4.4%	0.5	2.6	-1.6%	-1.9%	1.4%
CCOC(=O)c1sc(C)c2c1NC1(CCCCCC1)NC2=O	-12.3%	2.2%	-3.0%	1.8%	-0.4%	-8.3%	1.5	3.7	4.3%	33.9%[activator]	2.9%
COc1ccc(NC(=O)CCCN2C(=O)C3CC=CCC3C2=O)cc1 (stereo unspecified)	9.7%	-5.6%	-0.5%	1.0%	4.3%	-1.2%	-5.7	-12.2	0.8%	2.9%	0.0%
Cc1ccc(NC(=O)CCC(=O)NNC(=O)c2ccccc2)c(C)c1	3.9%	-1.6%	-3.4%	-1.4%	5.3%	2.1%	-2.4	-1.4	-5.9%	-2.9%	0.4%
O=C(OCC(=O)N1CCCc2ccccc21)c1ccc(Cl)nc1	6.4%	-12.2%	0.5%	1.1%	0.0%	-9.9%	14.8	7.4	-21.6%	4.5%	2.2%
CCOC(=O)CCSc1nc(-c2ccccc2)cc(C(F)(F)F)n1	-7.2%	1.2%	4.1%	-0.4%	0.7%	15.5%	-4.1	-20.5	13.3%	-1.1%	-0.3%
CCC(=O)NCCNC(=O)c1c(SC)nsc1SC	-11.7%	0.9%	3.1%	-3.3%	2.4%	-7.7%	0.2	-7.1	-1.7%	2.3%	-2.0%
COc1ccc2oc(C(=O)OCC(=O)Nc3ccccc3)c(C)c2c1	-15.2%	8.0%	-2.1%	-0.9%	-0.2%	?	-3.6	4.9	-3.7%	-4.0%	6.4%
CCCN(CC1CC1)C(=S)NC(=O)c1cc(Br)ccc1Cl	4.0%	/	/	/	12.2%	/	-3.2	25.0	?	-2.1%	-0.9%
O=C(/C=C/c1ccccc1)NCCSCc1ccc(Cl)cc1	-0.3%	/	0.1%	1.0%	?	?	4.5	-7.7	-16.6%	-0.5%	1.4%
COc1ccc(Cl)cc1C(=O)NCCS(=O)(=O)N1CCN(c2ccccc2F)CC1	-3.6%	-3.6%	/	2.9%	-1.0%	18.9%	-4.9	-16.9	0.9%	-3.0%	-23.3%
O=C(Nc1ccc(C(=O)O)cc1)/C(=C/c1ccc([N+](=O)[O-])cc1)NC(=O)c1ccccc1	1.9%	?	-28.8%	0.7%	-0.6%	-5.1%	0.5	-8.8	-0.6%	4.5%	5.3%
c1ccc(-c2noc(CSc3nnnn3-c3ccccc3)n2)cc1	12.8%	3.3%	3.9%	0.6%	?	-0.8%[11.7 µM]	-14.4	-11.6	5.1%	-1.8%	-8.4%
Cc1ccc(N2CC(C(=O)Nc3nnc(SCC(=O)NCC4CCCO4)s3)CC2=O)cc1 (stereo unspecified)	-10.0%	8.5%	0.5%	-2.1%	0.1%	0.0%	-14.1	-3.5	-2.0%	1.7%	-2.3%
CC(=O)OC1CSc2nc3ccccc3n2C1 (stereo unspecified)	12.5%	?	16.2%	-4.2%	-7.0%	8.6%	-2.8	-1.3	-11.9%	1.6%	-0.6%
CC(=O)c1cccc(NC(=O)Nc2ccc(C(=O)N3CCCC3)cc2)c1	3.2%	-1.4%	-13.5%	-0.3%	14.0%	-1.0%	2.1	-3.2	-1.1%	0.0%	-1.2%
O=C(CSc1ncccc1C(=O)O)NC12CC3CC(CC(C3)C1)C2	24.8%	-2.0%	-4.6%	5.2%	-0.4%	-0.6%	1.2	13.9	-8.4%	0.4%	2.8%
O=C(CSc1nc2ccccc2c(=O)n1-c1ccc(SC(F)F)cc1)Nc1ccc(N2CCOCC2)cc1	13.2%	-9.7%	-4.0%	2.0%	-0.8%	9.4%	12.9	9.4	-1.9%	-1.4%	4.8%
COc1ccc(C2OC(=O)c3ccccc3S2)cc1 (stereo unspecified)	17.7%	-10.5%	14.2%	-2.3%	-0.5%	-9.6%	-3.9	-15.0	-0.3%	-3.0%	-1.4%
N#Cc1ccc(Cl)cc1NC(=O)COC(=O)c1cccc(S(=O)(=O)N2CCOCC2)c1	-3.3%	/	/	/	-19.6%	/	3.2	-1.1	-0.7%	-4.2%	-0.7%
COC(=O)C(Nc1nccs1)(OC)C(F)(F)F (stereo unspecified)	-26.4%	7.0%	-0.2%	-0.1%	-2.9%	-9.3%	2.8	-4.8	4.2%	2.3%	4.2%
